Mac1 fbg inh: inhibitors of human CD11b/CD18 binding to fibrinogen; P05107+P11215; K562 CD11b/CD18 adhesion to fibrinogen, ATPlite luminescence; Mn2+ added to activate the integrin; inhibition, % at 10 µM; 93,000 compounds, 0.54% hits;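 active = primary inhibition of 50% or more at 10 µM, then 40% or more on retest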; note: some results filed as inactive read as strong as hits
sEH inhibitor: inhibitors of human soluble epoxide hydrolase. P34913. recombinant human sEH enzymatic activity assay. inhibition, % at 2 µM. 91,000 compounds, 0.34% hits. AID 707; in the data active = inhibition above about 80%; note: values of inactives mirror those of a sister screen read the other way; many of its hits are not listed in these tables
PLAP act: activators of human placental alkaline phosphatase; activation fold at 20 µM; purified PLAP enzyme, luminescent substrate read-out; active compounds read high; 96,000 compounds, 1.2% hits; P05187; in the data active = activation fold above about 2
Target sequence (P05187 whole entry, looked up): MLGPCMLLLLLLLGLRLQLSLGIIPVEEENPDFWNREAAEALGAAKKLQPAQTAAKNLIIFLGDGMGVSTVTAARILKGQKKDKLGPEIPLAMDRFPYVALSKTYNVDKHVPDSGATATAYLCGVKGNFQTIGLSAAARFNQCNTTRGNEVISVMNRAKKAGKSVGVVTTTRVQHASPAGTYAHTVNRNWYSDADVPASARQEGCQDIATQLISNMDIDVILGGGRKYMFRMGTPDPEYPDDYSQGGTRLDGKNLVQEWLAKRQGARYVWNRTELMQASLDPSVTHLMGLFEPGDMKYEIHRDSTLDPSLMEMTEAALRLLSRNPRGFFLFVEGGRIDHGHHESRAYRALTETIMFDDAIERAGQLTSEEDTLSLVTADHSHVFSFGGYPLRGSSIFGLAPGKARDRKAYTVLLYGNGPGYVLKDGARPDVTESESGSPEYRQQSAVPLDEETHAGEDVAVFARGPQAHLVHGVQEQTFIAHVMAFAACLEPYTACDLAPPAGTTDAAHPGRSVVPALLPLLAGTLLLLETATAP
PostGolgi ctrl: inhibits growth of the yeast control strain. inhibition, % at 10 µM. efflux-deficient yeast background strain, growth absorbance A615, 16 h. 98,000 compounds, 5% hits. AID 738
S1P2 antag: blocks the human S1P2 receptor; 97,000 compounds, 0.21% hits; AID 736; O95136; inhibition, % at 5 µM; cell-based S1P2 antagonist assay, inhibition at 5 uM; in the data active = inhibition above about 45%;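 note: CRE beta-lactamase reporter cells expressing human S1P2 stimulated with S1P; 0% = agonist at EC80 alone and 100% = agonist plus reference antagonist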
Target sequence (O95136 whole entry, looked up): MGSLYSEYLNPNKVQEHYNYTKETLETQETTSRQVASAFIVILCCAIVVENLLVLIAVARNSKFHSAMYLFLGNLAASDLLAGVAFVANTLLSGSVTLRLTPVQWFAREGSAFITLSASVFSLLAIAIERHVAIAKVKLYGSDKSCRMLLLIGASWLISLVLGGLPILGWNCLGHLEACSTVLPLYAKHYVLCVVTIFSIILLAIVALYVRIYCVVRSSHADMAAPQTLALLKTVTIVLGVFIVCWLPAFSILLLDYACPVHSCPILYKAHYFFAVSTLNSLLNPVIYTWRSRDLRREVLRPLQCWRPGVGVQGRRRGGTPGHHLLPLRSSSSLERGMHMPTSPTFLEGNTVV
S1P2 ag: activates the human S1P2 receptor; O95136; activation, % at 4.5 µM; 97,000 compounds, 0.46% hits; S1P2-expressing cell line, agonist reporter read-out; in the data active = activation above about 16%;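 note: 0% = vehicle low control and 100% = maximal reference agonist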
PostGolgi yeast: growth inhibition of a yeast mutant, post-Golgi transport screen; post-Golgi transport phenotypic cell assay; inhibition, % at 10 µM; 98,000 compounds, 0.9% hits; AID 739;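 note: yeast cells grown in 1536-well plates; yeast grown about 18 h at 30C before absorbance read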
E coli WT exp: growth inhibitors of E. coli BW25113 wild type; 98,000 compounds, 0.15% hits; growth inhibition, % at 100 µM; AID 710; OD600 absorbance;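 active = growth inhibition above about 50% at one test dose, limit read from the data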;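 note: growth measured after 20 h incubation at 37 °C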
sEH act: soluble epoxide hydrolase (human) activation | purified human sEH enzymatic activity, activator screen | activation, % at 2 µM | 91,000 compounds, 0.04% hits | AID 717; in the data active = activation above about 37%; note: values of inactives mirror those of a sister screen read the other way
* marks the source's active call; other numbers are inactive results; nt = not tested or not shown. Cut-off read from the data, not from the text of the source, unless noted: active = inhibition above about 30%; inactive = the rest. Compounds were not picked by outcome, and some 7.1% of all compounds hit somewhere here.

The first two records, ahead of the listing:
SMILES	Mac1 fbg inh	sEH inhibitor	PLAP act	PostGolgi ctrl	S1P2 antag	S1P2 ag	PostGolgi yeast	E coli WT exp	sEH act
Cc1ccc2c(CSc3nnc(C4CC4)n3N)cc(=O)oc2c1C	-3	9	1	13	5	2	3	1	-8
CCn1c(=S)sc2c(=O)[nH]c(C)nc21	-51	1	1	10	21	-7	7	-11	-3

Results, previewed entries included:
SMILES	Mac1 fbg inh	sEH inhibitor	PLAP act	PostGolgi ctrl	S1P2 antag	S1P2 ag	PostGolgi yeast	E coli WT exp	sEH act
Cc1ccc2c(CSc3nnc(C4CC4)n3N)cc(=O)oc2c1C	-3	9	1	13	5	2	3	1	-8
CCn1c(=S)sc2c(=O)[nH]c(C)nc21	-51	1	1	10	21	-7	7	-11	-3
Fc1ccccc1OCCCCn1cncn1	nt	-11	nt	nt	3	-2	nt	nt	10
Cc1ccc(N2CCN(C(=O)c3ccccc3Br)CC2)c(C)c1	20	26	1.5	37*	-11	-1	1	-2	-22
Cc1nn(-c2ccc(F)cc2)c2sc(C(=O)OC3CCOC3=O)cc12 (stereo not drawn)	1	-6	1	-11	-35	6	1	0	6
C/C(Cl)=C\Cn1c(NCCc2ccccc2)nc2c1c(=O)n(C)c(=O)n2C	6	nt	1.1	11	nt	nt	-1	-8	nt
CC(=O)c1cccc(NC(=O)CN2C(=O)C3C4C=CC(C4)C3C2=O)c1 (stereo not drawn)	22	9	1.3	5	-9	-3	-7	-1	-10
Nc1nnc(-c2ccncc2)s1	21	0	1	6	-2	-6	17	8	1
CCC(=O)N1CCc2cc(Br)cc(S(=O)(=O)NCc3ccco3)c21	12	nt	1.1	0	nt	nt	4	-6	nt
CC(C)CCN(C(=O)CNC(=O)c1ccco1)C(C(=O)NC1CCCCC1)c1ccco1 (stereo not drawn)	-6	-4	1.5	16	5	-3	12	0	5
O=C(Nc1ccc2ccccc2c1)c1onc2c1CCCC2	2	-1	1.1	7	9	0	-4	-4	2
CCCCC(=O)Nc1cccc2c1C(=O)N(c1ccccc1)C2=O	4	nt	1	12	nt	nt	3	2	nt

Ordered by formula weight (descending): part of the list above.
SMILES	Mac1 fbg inh	sEH inhibitor	PLAP act	PostGolgi ctrl	S1P2 antag	S1P2 ag	PostGolgi yeast	E coli WT exp	sEH act
C/C(Cl)=C\Cn1c(NCCc2ccccc2)nc2c1c(=O)n(C)c(=O)n2C	6	nt	1.1	11	nt	nt	-1	-8	nt
Cc1nn(-c2ccc(F)cc2)c2sc(C(=O)OC3CCOC3=O)cc12 (stereo not drawn)	1	-6	1	-11	-35	6	1	0	6
CCCCC(=O)Nc1cccc2c1C(=O)N(c1ccccc1)C2=O	4	nt	1	12	nt	nt	3	2	nt
O=C(Nc1ccc2ccccc2c1)c1onc2c1CCCC2	2	-1	1.1	7	9	0	-4	-4	2
CCn1c(=S)sc2c(=O)[nH]c(C)nc21	-51	1	1	10	21	-7	7	-11	-3

Other compounds.
SMILES	Mac1 fbg inh	sEH inhibitor	PLAP act	PostGolgi ctrl	S1P2 antag	S1P2 ag	PostGolgi yeast	E coli WT exp	sEH act
CNc1c([N+](=O)[O-])cnn1-c1ccc(Cl)cc1	0	18	1.2	20	-3	-5	-6	0	-16
COC(=O)CNC(=O)C12CC3(C)CC(C)(CC(C)(C3)C1)C2	1	2	1.1	13	-4	-4	5	-1	0
COC(=O)COc1ccc(S(=O)(=O)Nc2ccccc2SC)cc1	nt	-8	nt	6	3	-7	-3	2	12
CCOC(=O)CC(=O)Nc1cc(Cl)ccc1O	-12	nt	0.9	10	nt	nt	-6	13	nt
CCCCN(C(=O)c1cnc2n(c1=O)CCS2)c1ccccc1	4	11	0.9	10	-19	-5	0	-3	-9
CC(C)OP(=O)(c1ccc(N(C)C)cc1)C(O)c1c(Cl)cccc1Cl (stereo not drawn)	-6	-12	1.5	12	-8	-3	13	-1	9
CCOC(=O)c1cc(C(=O)OCC)cc(-n2c(C)cc(C(=O)CN3CCOCC3)c2C)c1	-1	3	1.5	-3	-19	-11	-11	0	-3
COc1ccc(NC(=O)c2ccccc2Cl)cc1NC(=O)CN1CCOCC1	-5	-6	1	10	-6	-4	1	2	5
COC(=O)c1ccc(C(C(=O)NCc2ccccc2)N(Cc2cccs2)C(=O)c2cnccn2)cc1 (stereo not drawn)	4	0	1.1	11	22	-6	-8	-2	1
c1ccc2c(c1)CC1(CCCCC1)n1nnnc1-2	nt	0	nt	nt	-8	-3	nt	nt	3
CCCCc1ccc(NS(=O)(=O)N(C)C)cc1	0	nt	0.9	11	nt	nt	12	7	nt
c1ccc2sc(NC3=NCN(C4CCCCCC4)CN3)nc2c1	nt	5	0.9	3	-3	-7	4	1	-3
Cc1ccc(Cl)c(OCC(O)CN(CCO)CCO)c1 (stereo not drawn)	36	-4	1	2	18	-2	-5	0	3
COc1ccc(C2C3=C(CC(C)(C)CC3=O)Nc3n[nH]c(C)c32)cc1 (stereo not drawn)	-17	nt	1.4	-1	nt	nt	0	13	nt
CCOC(=O)CN(C(=O)CSc1nnc(CNc2ccc(F)cc2)n1C)c1ccccc1	13	-15	0.9	6	-2	-6	-20	5	18
CCOC(=O)c1[nH]c2ccccc2c1NC(=O)CN(C)C	-56	0	0.8	2	-1	-3	-8	-5	0
Cc1cccc(-c2noc(CSc3ccccc3)n2)c1	nt	-5	1	11	-12	-2	-4	12	5
O=c1c2c(-c3ccco3)csc2nc(SCc2cn3cccnc3n2)n1-c1ccccc1	11	50	1.6	36*	-40	20*	-5	-4	-50
COc1ccc(-n2c(COc3ccc(Cl)cc3)nnc2SCc2ccc(C#N)cc2)cc1	12	4	0.8	21	4	0	15	-14	-6
O=C(NCc1ccccn1)c1c(O)c2cccc3c2n(c1=O)CC3	-3	7	1	3	12	-7	1	-20	-8
COc1cc2c(cc1OC)CN(CC(=O)NC(=O)NCc1ccco1)CC2	-8	7	1.4	11	-20	0	-1	-1	-6
O=C(NCc1ccccc1)c1ccc(COCC(F)(F)F)o1	-16	0	1	4	-6	-2	-10	10	5
CCN(CC)CCn1c(=N)n(CCOc2ccccc2)c2ccccc21	2	-16	0.9	7	15	-4	1	6	16
CCN(CC)S(=O)(=O)c1cccc(-c2nnc(SCc3nc4ccccc4s3)o2)c1	76	-11	1.8	21	-10	-7	-7	-9	10
Cc1ccc(Cn2c(CN3CC(C)OC(C)C3)nc3c2c(=O)[nH]c(=O)n3C)cc1 (stereo not drawn)	-3	nt	1.1	7	9	-5	0	3	nt
Nc1ncnc2c1ncn2CCN1CCOCC1	3	-4	1	6	-10	-1	3	-4	2
COc1ccc(N2CCN(Cc3ccc(Br)s3)CC2)cc1	7	-4	1.8	2	-19	0	8	4	5
CS(=O)(=O)N(CC(=O)N1CCN(c2cccc(Cl)c2)CC1)c1ccccc1	-33	11	1.4	9	-1	-4	5	-9	-8
N#Cc1ccccc1NC(=O)Nc1cccc(Cl)c1	-14	-1	1	-1	-17	0	3	2	3
COC(=O)c1ccc(NC(=O)CCNS(=O)(=O)c2cccc3nonc23)cc1	5	nt	0.9	1	nt	nt	4	28	nt
CCOc1ccc(N=Cc2c(O)n(-c3cccc(C)n3)c(=O)c3ccccc23)cc1	2	5	1	16	-5	-6	-20	-10	-2
CCOC(=O)c1ccccc1NC(=O)CSc1nnc(COc2ccccc2C)n1C	-3	-5	1.5	38*	3	-6	2	-4	5
CCn1c(-c2cc(OC)c(OC)c(OC)c2)n[nH]c1=S	-7	3	1.5	-1	-7	-3	1	2	0
O=S(=O)(Nc1ccc2c(c1)nc1n2CCOC1)c1ccccc1	3	-1	1.1	7	4	6	-10	2	2
Cc1[nH]c2ccccc2c1/C=C(\C#N)C(=O)NC(C)c1ccccc1 (stereo not drawn)	-3	6	1	7	14	-5	-1	9	-4
CN(C)CCCNC(=O)Cc1ccc(Br)cc1	7	-6	1.1	13	3	-3	6	0	4
CCC(=O)c1cn(CC(=O)NCc2ccco2)c2ccccc12	12	-6	1.2	4	-5	-4	4	11	4
CCN(CC)S(=O)(=O)c1ccc(OC)c(NC(=O)CSc2ccccc2)c1	nt	-2	1.2	16	6	-1	-6	-9	2
CN(C)c1ccc(/C=C/C=C2/SC(=S)N(c3ccccc3)C2=O)cc1	nt	5	0.3	11	11	-3	6	-35	-2
CCc1ccc(NC(=O)CCn2cccc2)cc1	-6	8	1.1	2	8	1	0	5	-10
CC(=O)Nc1ccc(-c2csc(NC(=O)c3ccc(C)o3)n2)cc1	-42	7	0.8	10	-5	-7	-2	0	-6
CCOC(=O)C1CCN(Cc2ccc(OC)c(C)c2OC)CC1	-5	nt	1.7	5	nt	nt	4	6	nt
CCn1c(=O)cc(OCC(=O)Nc2ccc3c(c2)OCCO3)c2ccccc21	nt	nt	0.9	21	nt	nt	-8	-8	nt
COCCNC(=S)NCCCNc1nc2cc3c(cc2cc1C#N)OCO3	-35	0	1.8	-1	-16	9	2	0	-1
COC(=O)c1ccc(C2C(C#N)=C(C)NC3=C2C(=O)CC(C)(C)C3)cc1 (stereo not drawn)	-1	-12	1	2	-4	1	10	-4	11
CC(=O)Nc1nc2ccc(NC(=O)c3ccco3)cc2s1	-4	5	0.8	1	-6	-2	-8	-5	-4
CC(C)(C)c1ccc(-c2nnc(SCC(=O)c3ccc4c(c3)OCCO4)o2)cc1	nt	4	1.1	2	8	1	-3	-5	-2
Cn1c(CCNC(=O)c2cccs2)nnc1SCC(=O)N1CCN(c2ccccc2)CC1	14	-3	0.9	1	-16	-1	-1	-1	2

4 entries out of the list above, sorted by their value in sEH act, highest first.
| structure | sEH act |
| --- | --- |
| CCC(=O)c1cn(CC(=O)NCc2ccco2)c2ccccc12 | 4 |
| Cn1c(CCNC(=O)c2cccs2)nnc1SCC(=O)N1CCN(c2ccccc2)CC1 | 2 |
| CC(=O)Nc1ccc(-c2csc(NC(=O)c3ccc(C)o3)n2)cc1 | -6 |
| CCc1ccc(NC(=O)CCn2cccc2)cc1 | -10 |

Fetched one by one from the entries so far, three records:
SMILES	Mac1 fbg inh	sEH inhibitor	PLAP act	PostGolgi ctrl	S1P2 antag	S1P2 ag	PostGolgi yeast	E coli WT exp	sEH act
CC(=O)Nc1ccc(-c2csc(NC(=O)c3ccc(C)o3)n2)cc1	-42	7	0.8	10	-5	-7	-2	0	-6
COC(=O)c1ccc(C2C(C#N)=C(C)NC3=C2C(=O)CC(C)(C)C3)cc1 (stereo not drawn)	-1	-12	1	2	-4	1	10	-4	11
CCc1ccc(NC(=O)CCn2cccc2)cc1	-6	8	1.1	2	8	1	0	5	-10

(listing goes on)
SMILES	Mac1 fbg inh	sEH inhibitor	PLAP act	PostGolgi ctrl	S1P2 antag	S1P2 ag	PostGolgi yeast	E coli WT exp	sEH act
CN(C)S(=O)(=O)c1ccc(S(=O)(=O)N(CC(=O)Nc2ccccc2)Cc2ccco2)cc1	-14	nt	1	-2	nt	nt	-1	-5	nt
CC(C(=O)NCc1ccccc1)N(CCN1CCOCC1)C(=O)c1snc(C(N)=O)c1N (stereo not drawn)	4	-18	1.2	nt	11	-4	nt	nt	14
CCCCn1c(SCC(=O)Nc2nnc(CC)s2)nc2c1c(=O)n(C)c(=O)n2C	-20	-3	1	-3	5	-7	15	-5	2
CCOc1ccc(N(CC)C(=O)COc2cc(=O)n(CC)c3ccccc23)cc1	9	6	1.9	0	9	-8	2	8	-4
N=c1c(C(=O)NCc2ccc3c(c2)OCO3)cc2c(=O)n3ccccc3nc2n1Cc1cccnc1	-11	nt	1.4	24	nt	nt	18	-6	nt
Cc1ccc(N(CC(=O)N2CCc3ccccc32)S(=O)(=O)c2cccs2)cc1	-2	-12	0.9	24	-14	-6	-4	-13	8
CN(C)CCOC(=O)C12CC3CC(CC(C3)C1)C2	-22	-8	0.9	10	-13	-3	-2	-4	2
COC(=O)c1ccc(-n2nc(C(F)(F)F)c3c2-c2ccoc2CC3)cc1	nt	-10	nt	nt	3	-4	nt	nt	10
COc1ccc(/C=C/C(=O)NC(=S)NCCc2ccc(OC)c(OC)c2)cc1	nt	-5	0.9	-13	23	-10	-4	-16	7

Assay outcomes deposited in PubChem BioAssay by several laboratories.
